PI5P4Ka inh: PI5P4K alpha (human) kinase inhibition | actives 1.2% (n = 330,000) | max response, % | PI5P4Kalpha enzyme, ADP-Glo luminescence, 60 min; active compounds read low; active = max response of -50% or lower; inconclusive = between -30% and -50%; inactive = -30% or higher; note: value at the top dose of about 77 µM; % is set by controls: 0 for no effect and ±100 for the full control effect
Target sequence (P48426 whole entry, looked up): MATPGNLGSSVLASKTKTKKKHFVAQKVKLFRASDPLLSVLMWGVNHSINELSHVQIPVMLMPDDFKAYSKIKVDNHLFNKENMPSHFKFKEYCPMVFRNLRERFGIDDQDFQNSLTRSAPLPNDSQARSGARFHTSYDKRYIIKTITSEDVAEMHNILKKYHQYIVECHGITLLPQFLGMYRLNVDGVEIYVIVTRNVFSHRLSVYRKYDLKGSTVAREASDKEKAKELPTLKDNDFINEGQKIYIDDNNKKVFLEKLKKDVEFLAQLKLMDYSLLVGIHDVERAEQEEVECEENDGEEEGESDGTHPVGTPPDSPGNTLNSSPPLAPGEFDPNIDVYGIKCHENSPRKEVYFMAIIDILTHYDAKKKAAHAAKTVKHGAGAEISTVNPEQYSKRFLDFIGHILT
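Enzyme plus substrate dispensed, test compounds pinned in, then ATP (5 microM final) added. After 60 min at RT, ADP-Glo reagent 1 for 45 min and reagent 2 for 30 min preceded luminescence imaging.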
EPAC1 antagonist: blocks human EPAC1 exchange factor. O95398. AID 720709. Potency, µM (titrated, usually from 115 µM), for inactives: at the top dose activity change, negative = inhibition, hits mostly inhibitors. actives 0.14% (n = 360,000). EPAC1 GEF assay, Rap1b-BODIPY-GDP exchange fluorescence;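 note: potency is the fitted concentration of half-maximal effect; plate controls were vehicle for no effect and positive control for full effect; nearly all actives have a fitted effect of over 50% in size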
IL2 activator: IL-2 activation. activation, % (series mostly up to about 46 µM). AID 652025. actives 0.065% (n = 360,000). IL-2 activation reporter assay, cell-based qHTS; stimulated with anti-CD3/CD4/CD28 beads; in transgenic mouse T cells; in the data active = activation above about 50%; inconclusive = mostly about 30% to 49%; note: 0% is about no effect
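Unstimulated transgenic mouse T cells; 60-min compound exposure; bead-based TCR/CD4/CD28 stimulation; 18 h culture, 37 degrees C; dual fluorescence (EGFP, DsRed) plate cytometry.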
Abeta yeast res: restores growth of yeast expressing A-beta42 peptide. Potency, µM (highest dose often 46.1 µM), without a hit: at the top dose growth rescue, actives largely listed as activators. actives 0.063% (n = 410,000). yeast expressing A-beta42, growth rescue, OD600, 48 h; response scale: 0% DMSO, 100% iron-clioquinol control; note: potency is the fitted concentration of half-maximal effect; nearly all actives have a fitted effect of over 55% in size
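Yeast A-beta toxicity model in growth medium with pinned compounds, 48 h at 30 C; growth read as absorbance at 600 nm. Normalized to FeCl3/clioquinol equimolar mix (positive) and DMSO (negative).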
EPAC1 agonist: EPAC1 (human) agonism. EPAC1 agonist qHTS, biochemical assay; response scale: 100% = response to 6.5 mM cAMP. Potency, µM (titrated, usually from 154 µM), for inactives: top-dose activation, usual class: activators. actives 0.073% (n = 360,000). AID 720707; note: potency is the fitted concentration of half-maximal effect; nearly all actives have a fitted effect of over 60% in size
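EPAC1 100 nM, Rap1B–BODIPY-GDP 250 nM, unlabeled GDP 50 uM; compound titration; 5 min RT; kinetic read ex480/em540 at 5-min intervals ×30 min; data normalized to 6.5 mM cAMP agonist control.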
WRN inhibitor: WRN helicase (human) inhibition; Q14191; Potency, µM (top dose mostly 114 µM), inactives show at the highest dose activity change, negative = inhibition, usual class: inhibitors; actives 0.46% (n = 360,000); AID 651768; WRN helicase unwinding, fluorescent forked duplex, kinetic; note: potency is the fitted concentration of half-maximal effect; % is set by controls: 0 for no effect and ±100 for the full control effect; nearly all actives have a fitted effect of over 55% in size
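Fluorescence dequenching readout, ex 525 nm/em 598 nm, kinetic mode: forked duplex DNA (100 nM final) with adjacent fluorophore and quencher unwound by WRN (20 nM final) with 2 mM ATP. Compound preincubation 15 min, room temperature.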
PLK1 PBD inh: inhibitors of human PLK1 polo-box domain binding | Plk1 PBD binding of FITC phosphopeptide, fluorescence polarization | actives 2.8% (n = 360,000) | Potency, µM, for the others: max response, negative = inhibition, usual class: inhibitors; note: potency is the fitted concentration of half-maximal effect; series mostly up to about 57 µM; % is set by controls: 0 for no effect and ±100 for the full control effect; nearly all actives have a fitted effect of over 65% in size
Target sequence (P53350 whole entry, looked up, the tested form may be a part): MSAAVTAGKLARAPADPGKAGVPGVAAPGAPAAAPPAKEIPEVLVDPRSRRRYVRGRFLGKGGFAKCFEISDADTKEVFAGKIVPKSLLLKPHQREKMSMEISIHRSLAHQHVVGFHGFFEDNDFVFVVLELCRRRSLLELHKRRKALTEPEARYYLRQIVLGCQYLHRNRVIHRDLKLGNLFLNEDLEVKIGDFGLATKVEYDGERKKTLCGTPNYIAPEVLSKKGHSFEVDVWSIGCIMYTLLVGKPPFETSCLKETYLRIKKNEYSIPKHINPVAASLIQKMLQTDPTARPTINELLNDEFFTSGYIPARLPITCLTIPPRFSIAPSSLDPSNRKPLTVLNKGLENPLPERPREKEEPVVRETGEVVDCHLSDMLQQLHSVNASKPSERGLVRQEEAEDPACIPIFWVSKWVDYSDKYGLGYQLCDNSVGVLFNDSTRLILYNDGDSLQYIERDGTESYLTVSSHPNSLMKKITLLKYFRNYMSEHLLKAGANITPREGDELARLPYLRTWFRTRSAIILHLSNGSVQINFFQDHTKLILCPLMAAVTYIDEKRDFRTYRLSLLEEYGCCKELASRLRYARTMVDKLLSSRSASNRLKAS
FUS suppressor: suppressors of FUS proteinopathy in yeast; S. cerevisiae FUS-expressing, growth rescue, OD600, 24 h; Potency, µM (top dose mostly 76.6 µM), without a hit: at the top dose growth rescue (activation), usual class: activators; actives 0.24% (n = 390,000);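 note: potency is the fitted concentration of half-maximal effect; plate controls were DMSO vehicle for no effect and reference control for full effect; nearly all actives have a fitted effect of over 55% in size; some results filed as inactive show a strong effect at the top dose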
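Steps: raffinose overnight preculture; dilution to OD 0.005 in 2% galactose minimal medium; compound addition (concentration series); 24hr at 30C, 99% humidity; absorbance read at 600 nm.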
An asterisk follows results filed as active; ? = inconclusive; / = no result given; [ ] = another dose, or the depositor's remark. Unless noted, calls come from the whole dose curve; as a rule, active = well fitted curve in the direction sought with a large enough effect; inconclusive = small, poorly fitted or top-dose-only effect, or another doubt; inactive = no such curve, though single readings can be large; an effect the other way counts as inactive or inconclusive.

SMILES	PI5P4Ka inh	EPAC1 antagonist	IL2 activator	Abeta yeast res	EPAC1 agonist	WRN inhibitor	PLK1 PBD inh	FUS suppressor
CC(C)N(C(=O)CSc1nc(COc2ccccc2)nc2ccccc12)C(C)C	-1	-5%	-0.3	-6%	-6%	-7%	-1%	53%
Cn1cccc1/C=N/NC(=O)c1ccc(OC(F)(F)C(F)F)cc1	4	-18%	-3.5	-20%	3%	-23%	-1%	/
COC(=O)c1c(Cc2ccccc2Cl)c[nH]c1C	16	-5%	0.4	20%	0%	-3%	-2%	14%
CCC1(CC)CNC(=O)NC1=O	-9	8%	-3.9	-2%	-3%	7%	5%	/
CCn1c(=S)[nH]c2sc3c(c2c1=O)CCCCC3	?	-5%	-0.1	?	-14%	-10%	24µM*	-12%
S=C(NCCC1=CCCCC1)Nc1ccccc1	-1	-9%	-0.6	19%	-2%	-3%	-12%	-12%
O=c1oc2c(-c3ccc([N+](=O)[O-])cc3)cc(O)cc2s1	-59*	?	-0.6	-19%	-6%	56µM*	-16%	?
O=C(/C=C/c1ccccc1Cl)NC1CCS(=O)(=O)C1 (stereo unspecified)	-69*	-12%	-2.0	-7%	8%	?	3.8µM*	21%
COc1ccccc1CN1CC(C(=O)NCCc2ncccc2C)CCC1=O (stereo unspecified)	1	-30%	0.6	-17%	0%	-1%	-3%	-14%
CCCN1CCc2c(sc3nc(SCC)n(-c4ccc(OC)cc4)c(=O)c23)C1	-4	-17%	-0.4	-33%	9%	7%	-14%	27%
CCN1CCN(c2nc(Nc3ccccc3)nc(N)c2[N+](=O)[O-])CC1	-4	4%	2.2	0%	-9%	6%	-2%	/
CC(=O)c1cccc(S(=O)(=O)Nc2c(C)nn(C)c2C)c1	-1	-14%	-0.3	-13%	2%	-6%	?	6%
COc1cc2c(cc1NC(=O)CN1CCN(S(=O)(=O)c3ccccc3F)CC1)oc1ccccc12	?	4%	-3.1	-1%	2%	-25%	3.4µM*	12%
Clc1ccc(-c2nnc(SCc3cn4ccsc4n3)n2CC2CCCO2)cc1 (stereo unspecified)	5	-11%	3.6	-4%	-7%	2%[57.1 µM]	-5%	9%
CCS(=O)(=O)N1Cc2ccccc2CC1C(=O)Nc1ccccc1OC (stereo unspecified)	-5	5%	-1.0	1%	-1%	7%	-11%	15%
CCC(C(=O)N1CCN(c2ccccn2)CC1)n1nc(C)n2c(cc3occc32)c1=O (stereo unspecified)	6	-2%	-0.4	11%	-11%	-2%	0%	10%
COc1ccc(N(C(=O)Cn2nnc(-c3ccc(F)cc3)n2)C(C)C(=O)NC2CCCC2)cc1OC (stereo unspecified)	3	9%	-2.9	7%	5%	-1%	-6%	10%
COc1ccccc1C(=O)OC1CCCN(C)C1 (stereo unspecified)	1	18%	-1.0	2%	9%	3%	-10%	-31%
COc1ccc2nc3cc(Cl)ccc3c(Nc3cc(C(C)C)c(O)cc3C)c2c1	?	-12%	-0.4	-2%	-1%	1%[57.1 µM]	7%	?
CCOc1ccc(S(=O)(=O)Nc2cc(OC)ccc2OC)cc1	1	-10%	-0.5	1%	18%	3%	-10%	/
Cc1ccc(NC(=O)c2cnccn2)c(C)c1	5	-1%	0.8	-10%	15%	-3%	-5%	-12%
CCOC(=O)c1c(NC(C)=O)sc2c(OCC(O)CN(CC)CC)c(Br)ccc12 (stereo unspecified)	0	-10%	-0.7	-9%	-5%	15%[11.6 µM]	-17%	16%
N#CCSc1nc2ccc(N3CCOCC3)cc2c(=O)n1CCc1ccccc1	-4	-3%	-0.1	-12%	2%	-7%	-3%	/
Cc1ccc(C2CC(c3ccccc3Cl)n3nc(N)nc3N2)cc1 (stereo unspecified)	2	-25%	-1.0	5%	-5%	-1%	-11%	-11%
O=C1c2ccccc2C(Nc2ccccc2)N1c1ccc(Cl)cn1 (stereo unspecified)	2	0%	1.4	7%	-4%	-5%	5%	-15%
CN1CCN(c2nc(Nc3ccc(O)cc3)nc3ccccc23)CC1	0	15%	2.2	2%	6%	-2%	5%	-10%
COc1ccc(S(=O)(=O)Nc2nnc(Cc3ccc(OC)c(OC)c3)s2)cc1	?	-22%	-0.2	4%	9%	-31%	27µM*	16%
CCC(=O)N(Cc1ccco1)C1CC(=O)N(c2ccccc2)C1=O (stereo unspecified)	3	-17%	1.0	-4%	7%	-7%	-16%	/
Cc1ccc(S(=O)(=O)c2ccc(NN)cc2)cc1	-9	-14%	1.8	-31%	4%	-4%	?	18%
O=C(COc1cc(F)ccc1[N+](=O)[O-])Nc1cc(S(=O)(=O)N2CCCC2)ccc1Cl	-20	-1%	-5.7	15%	10%	-9%	0%	16%
c1ccc(CSc2nnnn2-c2ccc3c(c2)OCCO3)nc1	/	-9%	-2.6	16%	-5%	4%	-3%	21%
CCc1ccc(NC2=CC(=O)C(=O)c3ccccc32)cc1	-10	-23%	-0.9	-27%	-40%[inhibitor]	-31%	-11%	18%
CCN(CC)S(=O)(=O)c1cc(C(=O)OC(C)C(=O)NCc2ccco2)ccc1C (stereo unspecified)	2	19%	0.0	-3%	-5%	10%	-3%	?
O=C(NCC1CCCO1)/C(=C/c1ccccc1)NC(=O)c1ccccc1 (stereo unspecified)	-4	1%	1.3	-6%	-10%	3%	?	-21%
C/C(=C1/SC(=S)N(CCC(=O)O)C1=O)c1ccc(O)cc1	-24	-4%	-0.3	4%	1%	?	-21%	?
COc1ccc(CN(CCN2CCOCC2)C(=O)c2c(F)cccc2F)cc1OC	/	4%	1.5	3%	-6%	8%	-4%	10%
Cn1c(CCN2CCN(c3ccccc3)CC2)nc2cc(NC(=O)c3ccco3)ccc21	2	-10%	-0.5	0%	3%	-14%	-8%	14%
Cc1ccc(C2=NN(S(C)(=O)=O)C(c3cccs3)C2)cc1 (stereo unspecified)	2	-8%	-0.1	16%	5%	1%	-1%	5%
Cc1c(C(=O)NCCC2=CCCCC2)oc2ccc(S(=O)(=O)N3CCOCC3)cc12	-3	-14%	-3.3	-1%	2%	-2%	-13%	42%
C/C(=C\C(=O)c1cccnc1)Nc1ccc(C)c(C)c1	/	-4%	3.6	3%	18%	5%	-8%	-25%
COCCNC(=O)/C(C#N)=C/c1ccc(OCc2ccccc2)cc1	-7	-18%	-1.2	12%	2%	2%	-17%	19%
O=C(O)c1cccc(-c2nnn(Cc3ccccc3)n2)c1	?	6%	2.3	-9%	7%	0%	1%	5%
Cc1ccc(Cl)cc1NC(=O)C[n+]1ccc(Cc2ccc([N+](=O)[O-])cc2)cc1	0	-28%	-0.3	10%	8%	-1%	2%	-12%
CC1(c2nnc(-c3ccccc3)o2)CC(c2cccnc2)=NO1 (stereo unspecified)	-5	-4%	0.6	6%	-11%	6%	-15%	-13%
CC12CCC(C(=O)NCc3ccccc3)(OC1=O)C2(C)C (stereo unspecified)	0	-15%	1.2	3%	8%	2%	-13%	-9%
O=C(c1n[nH]c2ccccc12)N1CCN(S(=O)(=O)c2ccc(Cl)cc2)CC1	6	-17%	1.6	20%	8%	-2%	4%	15%
O=C(N/N=C/c1ccc(Br)s1)c1ccco1	6	6%	-0.5	-10%	7%	-1%	-2%	4%
Oc1c(N=NC(=S)Nc2ccccc2F)c2ccccc2n1Cc1ccc(F)cc1	7	11%	0.1	14%	-11%	-11%	?	13%
CN(C)S(=O)(=O)c1cccc(NC(=O)COC(=O)/C=C/c2cccs2)c1	-2	6%	-0.4	5%	8%	-8%	6%	25%
O=C(CCS(=O)(=O)Cc1ccc(Cl)cc1)NCCCN1CCN(c2ccccc2F)CC1	/	7%	-0.2	11%	-2%	-1%	1%	16%
O=C(CCSc1ccccc1)OCn1nnc2ccccc2c1=O	-1	-12%	-2.5	?	7%	-7%	-25%	4%
CN(C)C(=O)c1c(-c2ccccc2)oc2ccc(O)cc12	/	-1%	-1.1	1%	7%	-9%[57.1 µM]	-5%	0%
COc1cc(/C=C/C(=O)OCC(=O)NCc2ccc3c(c2)OCO3)cc(OC)c1OC	3	-7%	-0.4	7%	-3%	-1%	0%	/
Cc1ccc(NC(=O)C(C)N2C(=O)c3ccccc3C2=O)c(C)c1 (stereo unspecified)	2	7%	0.9	6%	-2%	-3%	-6%	-13%
CC(C(=O)N1CCCCCC1)N(c1ccc(Cl)cc1)S(C)(=O)=O (stereo unspecified)	-4	1%	-1.6	7%	-4%	7%	7%	-18%
CC(C)(C)c1ccc(OCC(=O)Nc2ccncc2)c(Br)c1	1	-22%	0.8	-16%	13%	-14%	-16%	-10%
COc1ccc(OC)c(CC(NC(C)=O)C(=O)NC2CCN(C(=O)c3cccc(C)c3)CC2)c1 (stereo unspecified)	-7	15%	1.7	-9%	-10%	4%	5%	-12%
CCCNC(=O)c1ccc(COc2ccc(C(C)(C)C)cc2)o1	1	-17%	-0.5	-16%	1%	4%	-6%	21%

PI5P4Ka inh, what is marked active above.
canonical_smiles | PI5P4Ka inh | EPAC1 antagonist | IL2 activator | WRN inhibitor | PLK1 PBD inh | FUS suppressor
O=c1oc2c(-c3ccc([N+](=O)[O-])cc3)cc(O)cc2s1 | -59* | ? | -0.6 | 56µM* | -16% | ?
O=C(/C=C/c1ccccc1Cl)NC1CCS(=O)(=O)C1 (stereo unspecified) | -69* | -12% | -2.0 | ? | 3.8µM* | 21%

Source: PubChem BioAssay (National Center for Advancing Translational Sciences (NCATS))

Rows were taken by chance. About 4.1% of those tested had a hit in this group.
